Compound activity: PubChem BioAssay, several laboratories
sEH inh: blocks human soluble epoxide hydrolase activity | P34913 | recombinant human sEH enzymatic activity assay | inhibition, % at 2 µM | 0.34% of 91,000 active | AID 707; in the data active = inhibition above about 80%; note: values of inactives mirror those of a sister screen read the other way; many of its hits are not listed in these tables
CD11b adhes inh: CD11b/CD18-fibrinogen binding inhibition | 0.54% of 93,000 active | inhibition, % at 10 µM | P05107+P11215 | K562 CD11b/CD18 adhesion to fibrinogen, ATPlite luminescence; Mn2+ added to activate the integrin;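 active = primary inhibition of 50% or more at 10 µM, then 40% or more on retest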; note: some results filed as inactive read as strong as hits
Smad3 FoxH1 inh: Smad3 (human) transcription factor binding inhibition; P84022; TR-FRET Smad3/Dy647-FoxH1 peptide binding, europium anti-His; inhibition, % at 25 µM; 0.29% of 88,000 active; AID 630;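 active = compounds that reduce the energy-transfer binding signal between the protein and its labelled peptide by more than half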;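 note: 0% = Smad3 plus labelled peptide maximal FRET and 100% = peptide-only background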
Target sequence (P84022 whole entry, looked up): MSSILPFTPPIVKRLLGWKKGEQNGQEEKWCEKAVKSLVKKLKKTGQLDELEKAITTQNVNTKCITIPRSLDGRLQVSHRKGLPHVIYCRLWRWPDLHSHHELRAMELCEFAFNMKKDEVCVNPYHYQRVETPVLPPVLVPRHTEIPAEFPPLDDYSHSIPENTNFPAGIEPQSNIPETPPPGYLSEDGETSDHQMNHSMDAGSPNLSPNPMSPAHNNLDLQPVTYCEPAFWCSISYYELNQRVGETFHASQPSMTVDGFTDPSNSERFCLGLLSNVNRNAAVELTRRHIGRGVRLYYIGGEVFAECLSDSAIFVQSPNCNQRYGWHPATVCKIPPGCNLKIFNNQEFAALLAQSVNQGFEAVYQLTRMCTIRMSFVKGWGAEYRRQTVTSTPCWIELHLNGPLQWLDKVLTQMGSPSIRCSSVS
Candida biofilm: kills Candida albicans biofilms. inhibition, % at 6 µM. AID 834. 0.14% of 85,000 active. C. albicans biofilm + clotrimazole, Alamar Blue;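 active = inhibition above 20%; inactive = inhibition below 20%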;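 note: preformed 24 hr biofilms exposed to compound for 48 hr; 0% = biofilm without compound and 100% = blank killed by clotrimazole plus chlorhexidine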
Mac1 fbg enh: enhancers of human CD11b/CD18 binding to fibrinogen; P05107+P11215; K562 CD11b/CD18 adhesion to fibrinogen, ATPlite luminescence; activation, % at 10 µM; 0.07% of 93,000 active; AID 1499;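 active = 10 µM primary screen giving 50% or more activity, confirmed by 40% or more on retest at that dose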; note: strong numbers were not always called active; reference of the scale not given here
ERa SRC1 pot: enhances coactivator binding to human estrogen receptor alpha; P03372; 1.3% of 86,000 active; TR-FRET ERalpha-LBD/SRC-Cy5 coactivator binding, 2 h; 100 = basal binding, no effect; coactivator binding (% of control), % at 25.6 µM; in the data active = activity above about 200%;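 note: binding measured in presence of low estradiol as agonist stimulus; 0% = peptide alone without receptor and 100% = receptor with peptide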
Target sequence (P03372 whole entry, looked up, the tested form may be a part): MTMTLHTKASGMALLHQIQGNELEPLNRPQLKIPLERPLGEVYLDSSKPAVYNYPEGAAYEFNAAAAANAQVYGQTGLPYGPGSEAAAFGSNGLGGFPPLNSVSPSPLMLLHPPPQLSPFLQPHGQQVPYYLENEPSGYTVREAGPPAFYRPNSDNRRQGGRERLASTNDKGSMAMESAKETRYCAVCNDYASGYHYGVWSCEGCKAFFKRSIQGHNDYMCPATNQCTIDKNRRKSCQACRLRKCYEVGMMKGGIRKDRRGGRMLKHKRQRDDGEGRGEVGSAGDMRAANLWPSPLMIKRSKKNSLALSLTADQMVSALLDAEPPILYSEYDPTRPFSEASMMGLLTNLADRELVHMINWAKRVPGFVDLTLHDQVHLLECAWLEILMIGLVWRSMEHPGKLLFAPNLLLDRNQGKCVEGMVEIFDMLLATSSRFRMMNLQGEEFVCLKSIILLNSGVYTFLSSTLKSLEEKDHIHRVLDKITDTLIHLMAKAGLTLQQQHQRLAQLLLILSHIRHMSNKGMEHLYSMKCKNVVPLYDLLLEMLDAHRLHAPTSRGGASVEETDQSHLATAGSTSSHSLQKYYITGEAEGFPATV
ERb coact inh: blocks coactivator binding to human estrogen receptor beta; Q92731; TR-FRET ER-beta LBD / SRC1-Cy5 peptide binding; receptor agonist-loaded with 1 µM estradiol; inhibition, % at 25.6 µM; 1.3% of 86,000 active;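 active = compounds whose percent inhibition of the receptor-coactivator binding signal exceeds about 50% in the single-dose screen, limit read from the data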;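 note: 0% = receptor plus peptide wells without compound and 100% = peptide-only wells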
MT1-MMP txn act: activates MT1-MMP transcription | 0.16% of 86,000 active | activation factor at 10 µM | HT1080 MT1-MMP promoter luciferase reporter, luminescence, overnight; active compounds read high;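 active = activation factor of at least 2 for MT1-MMP transcription at 10 µM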
sEH activator: activators of human soluble epoxide hydrolase; activation, % at 2 µM; 0.04% of 91,000 active; purified human sEH enzymatic activity, activator screen; in the data active = activation above about 37%; note: values of inactives mirror those of a sister screen read the other way
* = called active by the depositor; nt = no result given; [ ] = remark or other dose. This is a subset; rates above refer to the full screens.

SMILES	sEH inh	CD11b adhes inh	Smad3 FoxH1 inh	Candida biofilm	Mac1 fbg enh	ERa SRC1 pot	ERb coact inh	MT1-MMP txn act	sEH activator
O=C(CCN1CCc2ccccc2C1)Nc1cccc(F)c1	-4	-10	1	8	0	91	-6	1	4
CCOC(=O)Nc1ccc2c(c1)N(C(=O)CCN1CCN(C)CC1)c1ccccc1S2	10	nt	-10	2	nt	85	-6	1.1	-8
COc1ccc(N2CCN(C3CC(=O)N(c4ccc5c(c4)OCCO5)C3=O)CC2)cc1 (stereo unspecified)	-9	-6	-3	2	-3	117	-3	1	9
Cc1cc(C)n2c(SCc3cccs3)nnc2n1	-8	49	nt	nt	-4	nt	nt	1.3	7
CC1CN(c2nc3c(c(=O)n(Cc4ccc(Cl)c(Cl)c4)c(=O)n3C)n2C)CC(C)O1 (stereo unspecified)	-9	13	0	-7	2	92	2	1	10
Cc1[nH]n(-c2ccccc2)c(=O)c1C=Nc1cnc2ccccc2c1	3	12	nt	nt	0	nt	nt	nt	-2
CS(=O)(=O)Nc1ccccc1C(=O)N1CCCC1	8	-18	-12	6	6	107[fluorescence artefact?]	-4[fluorescence artefact?]	1.1	-8
CC(C)CCNC(=O)NC(=O)CSc1nnc(-c2ccccc2Br)o1	18	-2	0	2	1	87	1	nt	-18
CCc1ccc(C(=O)CSc2n[nH]c(C)n2)cc1	nt	9	13	5	-2	96	-6	1.3	nt
Cc1nn(CCC(=O)NNC(=S)NCC(C)C)c(C)c1Br	-3	-4	nt	nt	-6	nt	nt	nt	5

Some of these compounds in order of their number in sEH activator, lowest first:
| Molecule | sEH activator |
| --- | --- |
| Cc1cc(C)n2c(SCc3cccs3)nnc2n1 | 7 |
| COc1ccc(N2CCN(C3CC(=O)N(c4ccc5c(c4)OCCO5)C3=O)CC2)cc1 (stereo unspecified) | 9 |
| CC1CN(c2nc3c(c(=O)n(Cc4ccc(Cl)c(Cl)c4)c(=O)n3C)n2C)CC(C)O1 (stereo unspecified) | 10 |

The list goes on:
SMILES	sEH inh	CD11b adhes inh	Smad3 FoxH1 inh	Candida biofilm	Mac1 fbg enh	ERa SRC1 pot	ERb coact inh	MT1-MMP txn act	sEH activator
COc1ccc(CN(C(=O)c2ccco2)c2ccc(C)cc2)cc1OC	2	-5	8	4	-4	98	13	1.1	-1
COc1cc2c(cc1OC)-c1cc(NC3CCCCC3)nc(=O)n1CC2	-2	-8	0	-7	-6	111	12	1.1	2
O=C1c2ccccc2C(O)(c2ncc[nH]2)N1C1CCCCC1 (stereo unspecified)	-6	2	-7	-1	-2	96	-4	1.1	6
Nc1nnc(SCc2ccccc2F)n1-c1ccccc1	3	0	-8	7	0	124	-3	1	-5
Nn1c(SCc2ccccc2)nnc1-c1ccccn1	5	nt	21	7	nt	111	-6	1.6	-5
CCCCCn1c(=O)[nH]c2cc(C(=O)NCCCN3CCCCC3)ccc2c1=O	-2	nt	0	1	nt	96[fluorescence artefact?]	2	1	4
CCCCOC(=O)C1CCCC(C(=O)OCCCC)N1 (stereo unspecified)	-24	0	nt	nt	-2	nt	nt	1	24
CC1N=C2c3ccccc3N=C(SCc3cc(=O)n4ccccc4n3)N2C1=O (stereo unspecified)	nt	nt	-10	0	nt	97	9[fluorescence artefact?]	1.2	nt
COc1ccc(OC)c(Nc2ncnc3c2cnn3-c2cccc(C)c2)c1	5	nt	13	6	nt	108	-5	1.1	0
CCCN(CC1CC1)S(=O)(=O)c1ccc(-n2cnnn2)c(OC)c1	-8	10	8	5	-2	108	-5[fluorescence artefact?]	1.2	6
CC1CN(C(=O)c2cc3c(=O)n4ccccc4nc3s2)CC(C)O1 (stereo unspecified)	nt	-14	-10	4	0	98	5	1.1	nt
COc1cc(CN(C)CC(=O)c2[nH]c(C)c(C(C)=O)c2C)ccc1OC(F)F	-6	74*	nt	nt	-7	nt	nt	1.1	8
CCOC(=O)c1nc(N2CCN(C(=O)OCC)CC2)c2c3c(sc2n1)CCCC3	-21	0	11	9	-2	113	1	0.9	18
O=C(O)c1cccc(Cn2c(Cl)c(/C=N/NC(=O)c3ccccc3)sc2=O)c1	8	nt	-5	8	nt	85[fluorescence artefact?]	-3	1	-5
Cc1cccc(OCc2nc3ccccc3c(=O)n2N)c1	-3	14	10	9	-2	108	-5	nt	3
COc1cccc(-n2nnnc2SCC(=O)NC2CCCC2)c1	13	-13	3	-1	-4	104	-5[fluorescence artefact?]	1.1	-11
CCCCn1c(SCC(=O)O)nc2ccccc21	-22	2	2	9	-2	109	-5	1.1	22
COc1ccc2[nH]c(C(=O)O)c(NS(=O)(=O)c3ccc(Cl)s3)c2c1	-4	0	2	2	-6	111[fluorescence artefact?]	14	1	6
COc1ccc(C(O)c2nccn2C)cc1 (stereo unspecified)	-4	-5	4	3	-3	109	-11[fluorescence artefact?]	1.1	-1
COc1ccccc1NC(=O)Cn1cnc2c(cnn2-c2ccc(C)c(C)c2)c1=O	3	-21	-21	0	-3	145[fluorescence artefact?]	30	1.1	-2
COc1cccc2cc(C(=O)NCc3ccco3)c(=Nc3ccc(C(=O)O)cc3)oc12	-15	-14	15	0	-2	101	1	1.2	12
O=c1oc2ccccc2c(O)c1CN1CCCCC1	nt	16	4[fluorescence artefact?]	6	-3	101	3	1.2	nt
Cc1onc(-c2ccccc2Cl)c1C(=O)Nc1nc2c(s1)CCCC2	5	nt	5	-5	nt	136[fluorescence artefact?]	1	1.5	-5
O=C(O)Cn1nnc(-c2cccs2)n1	-8	nt	-9	-2	nt	99	-4	1	11
Cc1ccc2c(c1)NCC(C(=O)NC1CCC(C)CC1)O2 (stereo unspecified)	nt	nt	-2	-1	nt	118	-3[fluorescence artefact?]	1.3	nt
CC(C)CNC(=O)c1coc(=O)c(Br)c1	-7	-1	4	10	-1	109	-2	nt	6
CN(C)c1nc(Oc2ccc(=O)n(C)n2)nc(N2CCOCC2)n1	-5	-9	-9	5	3	92	17	1.1	9
CCn1c(COc2ccccc2C)nnc1SCC(=O)Nc1ccc2c(c1)OCCO2	0	13	2	7	-3	132[fluorescence artefact?]	7[fluorescence artefact?]	1.2	0
Cn1c(SCc2ccccc2)nnc1-c1c[nH]c2ccccc12	0	-16	14	-2	-1	89	-2	nt	-1
COCCn1c(-c2ccc(OC)cc2)cnc1SCC(=O)Nc1cc(C)on1	-17	13	-7	9	-3	102	14[fluorescence artefact?]	1.1	18

The last 3 compounds of the section before open the next one:
SMILES	sEH inh	CD11b adhes inh	Smad3 FoxH1 inh	Candida biofilm	Mac1 fbg enh	ERa SRC1 pot	ERb coact inh	MT1-MMP txn act	sEH activator
CCn1c(COc2ccccc2C)nnc1SCC(=O)Nc1ccc2c(c1)OCCO2	0	13	2	7	-3	132[fluorescence artefact?]	7[fluorescence artefact?]	1.2	0
Cn1c(SCc2ccccc2)nnc1-c1c[nH]c2ccccc12	0	-16	14	-2	-1	89	-2	nt	-1
COCCn1c(-c2ccc(OC)cc2)cnc1SCC(=O)Nc1cc(C)on1	-17	13	-7	9	-3	102	14[fluorescence artefact?]	1.1	18
Cc1ccccc1Nc1nnc(SCc2cc([N+](=O)[O-])cc3c2OCOC3)s1	-3	4	nt	nt	-5	nt	nt	nt	4
COc1ccccc1N1CCN(C(=O)C2CC=CCC2C(=O)O)CC1 (stereo unspecified)	-2	-19	2	1	-5	104	0	1.1	1
Cc1ccc(-c2ccnc(=S)[nH]2)cc1	6	6	nt	nt	-4	nt	nt	nt	-6
COC(=O)C(Cc1ccc(OC(=O)c2ccccc2C)cc1)N1Cc2ccccc2C1=O (stereo unspecified)	12	24	nt	nt	0	nt	nt	nt	-12
Cc1cc(NCCCN2CCOCC2)n2c(nc3ccccc32)c1C#N	-18	-21	-6	-6	-4	108	-5	1	19
COc1cccc(/C(O)=C2/C(=O)C(=O)N(CCN3CCOCC3)C2c2cccs2)c1 (stereo unspecified)	-1	nt	6	6	nt	92	-8	1.2	1
Cc1ccc2c(c1)cc(CN(Cc1ccc3c(c1)OCO3)C(=O)c1cnccn1)c1nnnn12	8	9	6[fluorescence artefact?]	7	-1	109[fluorescence artefact?]	-7	1.1	-9
Cc1cc(NC(=O)CCC(=O)N(c2ccccc2)C2(C(=O)NC3CCCCC3)CCCC2)no1	0	3	0	5	-4	105	-3	1.1	0
CCN1CCC(C(=O)NC2CCCC2)(N(Cc2cccs2)C(=O)Cn2nnc3ccccc32)CC1	nt	2	0	9	-2	137[fluorescence artefact?]	-1	1	nt
CCC(C)c1ccc(S(=O)(=O)N2CCN(C(=O)COc3ccc4c(C)cc(=O)oc4c3)CC2)cc1 (stereo unspecified)	7	9	-17	-4	25	117	-2	1	-6
CC(C)(C)NC(=O)c1ccc2c(c1)N(CC(=O)N1CCN(c3ccccc3F)CC1)C(=O)C(C)(C)O2	nt	-12	-6	5	0	103	-7	1.1	nt
Cc1nc2ccc(-n3ccc(=O)cc3)cc2s1	4	-15	-3	4	-2	103	-4	1	-5
CC(C)(C)c1ccc(S(=O)(=O)NCCc2ccncc2)cc1	-4	18	5	8	-7	123	-8	1.1	3
Cc1nc2ccc(Cl)cc2nc(C)/c1=N\O	-8	4	2	9	0	108	-5	1.4	8
O=C(CSc1cccc2cccnc12)N1CCCC1	nt	-2	-9	-6	-4	97	7	1.1	nt
O=C(COc1cc(Cl)c(Cl)cc1Cl)Nn1cnnc1	0	-11	-12	-5	0	126	8[fluorescence artefact?]	1.1	-1
COc1cccc(-n2c(SCC(=O)NC3CCCC3)nnc2-c2ccco2)c1	-2	nt	0	4	nt	100	-7[fluorescence artefact?]	1.2	2
CCOC(=O)c1ccccc1NC1c2ccccc2C(=O)N1c1cc(C)ccn1 (stereo unspecified)	11	-2	11	9	9	94	-9	nt	-13
CCOc1c2c(nc3ccc(Cl)cc13)CCC2	-11	3	-6	1	-3	101	-7	1	8
O=C(NCCCN1CCCC1=O)c1cccc(C(F)(F)F)c1	3	0	-3	8	2	121	-2	nt	1
CCCSc1nnc2n(C)c(=O)c3c4c(sc3n12)CCC4	nt	-15	11[fluorescence artefact?]	10	1	92	-3	1	nt
COc1ccccc1-n1c(CNC(=O)c2ccccc2)nnc1SCC(=O)Nc1nnc(C)s1	nt	nt	1	15	nt	100	5	1.3	nt

Looked up by compound from above:
SMILES	sEH inh	CD11b adhes inh	Smad3 FoxH1 inh	Candida biofilm	Mac1 fbg enh	ERa SRC1 pot	ERb coact inh	MT1-MMP txn act	sEH activator
COc1cccc(-n2c(SCC(=O)NC3CCCC3)nnc2-c2ccco2)c1	-2	nt	0	4	nt	100	-7[fluorescence artefact?]	1.2	2
CC(C)(C)NC(=O)c1ccc2c(c1)N(CC(=O)N1CCN(c3ccccc3F)CC1)C(=O)C(C)(C)O2	nt	-12	-6	5	0	103	-7	1.1	nt
